Screening results (PubChem)
INS-1E GSIS act – GLuc luminescence reporter in INS-1E cells, primary screen for activators of glucose-dependent secretion of insulin. INS-1E GLuc reporter insulin secretion, 2-3 h. activation, % at 16.6 µM. actives 0.61% (n = 370,000);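 active = lowest replicate activation of at least 40%, so every replicate reaches that level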;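 note: 0% = median of neutral control wells and 100% = median of IBMX positive control wells; some compounds called inactive have numbers as strong as hits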
Cneo AK release – Cryptococcus neoformans cell lysis inducers, primary screen, AK release luminescence, single concentration. C. neoformans lysis, adenylate kinase release luminescence, 4 h; normalised: neutral wells 0, clomiphene wells 100. lysis activity, % at 15 µM. actives 0.2% (n = 360,000);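 active = mean lysis activity across replicates of at least 80%, whatever share of replicates individually reach that level; inactive = mean lysis activity below 80%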
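Assay system: log-phase C. neoformans yeast / Quantity: yeast cell density of 5 × 10^6 cells/mL / Medium: fresh YPD growth medium / Compound: single dose / Timing: static 4 h at 37 °C with compound, 1 h detection / Measured by: adenylate kinase release luminescence / Read-out: lysis from increased AK signal / Benchmarks: Clomiphene as positive lysis control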
PGC1a acetyl inh – inhibitors of PGC1a acetylation signal, primary screen, cell-based, U2OS, AlphaScreen, inhibitor mode; AlphaScreen anti-acetyl-lysine; with virally co-expressed GCN5 acetyltransferase; inhibition, % at 15.6 µM; actives 0.17% (n = 350,000);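 active = every replicate shows inhibition of at least 40%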;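 note: 0% = neutral control wells and 100% = positive control wells; some results beyond the cut were filed as inactive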
PAX8 inh HTS – inhibitors of PAX8-driven TPO luciferase reporter, primary screen, RMG-I cells, single concentration. SteadyGlo, 24 h. actives 1.2% (n = 360,000). inhibition, % at 12.6 µM. AID 652154, 2013;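 active = mean replicate inhibition at least 60% with every replicate also reaching 60%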;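 note: luciferase light reporting Pax8 driven TPO promoter activity; plate controls were median of neutral control wells for no effect and mitoxantrone controls for full effect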
ARNT TACC3 PPI – disruptors of ARNT/TACC3 protein interaction, primary screen, biochemical, AlphaScreen, single concentration; Transforming acidic coiled-coil-containing protein 3 (Homo sapiens), Q9Y6A5; AlphaScreen His-ARNT PAS-B/GST-TACC3 binding, luminescence; TACC3 fragment carries E629A point mutation; inhibition, % at 9.99 µM; actives 0.66% (n = 390,000); AID 623870, 2012;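 active = mean inhibition of replicates at least 50% and at least half of replicates each reaching 50%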;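 note: 0% = complete ARNT plus TACC3 wells and 100% = ARNT alone without TACC3; many hits fall short of the cut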
LGR2 antag – inhibitors of bursicon-induced LGR2 CRE-luciferase signal, primary screen, cell-based, HEK293, CRE-luciferase reporter, bursicon stimulation; Drosophila bursicon receptor LGR2 (rickets); bursicon-stimulated, 4 h; inhibition, % at 9.99 µM; actives 0.35% (n = 380,000); AID 720647, 2013;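 active = drop in luminescence signal, shown as inhibition above about 50% in the replicate tests, limit read from the data, passing the limit was not always enough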;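 note: agonist challenge used bursicon conditioned medium at about half maximal strength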
PglD DTNB – C. jejuni PglD acetyltransferase inhibitors, primary screen, biochemical, DTNB colorimetric, single point. inhibition, % at 12.5 µM. actives 0.098% (n = 360,000). AID 602405, 2012. purified PglD enzyme, DTNB colorimetric CoA detection; in the data active = inhibition above about 16%, passing the limit was not always enough; note: strong numbers were not always called active
C2C12 statin – suppressors of statin myotoxicity in C2C12 myotubes, primary screen, cell-based, single point, plate reader; actives 0.78% (n = 330,000); C2C12 myotubes + simvastatin, ATP luminescence, 48 h; scaled: DMSO 0, geranylgeraniol control 100; rescue of ATP level, % at 7.49 µM; AID 602340, 2012;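 active = mean ATP rescue above about 67%, or every replicate alone reaching that limit, limit read from the data, passing the limit was not always enough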;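 note: myotubes were challenged with 10 µM simvastatin during compound exposure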
An asterisk follows results filed as active; / = not tested or not shown.

SMILES | INS-1E GSIS act | Cneo AK release | PGC1a acetyl inh | PAX8 inh HTS | ARNT TACC3 PPI | LGR2 antag | PglD DTNB | C2C12 statin
CN(C)C(=O)C[C@@H]1CC[C@@H](NC(=O)c2ccc(F)cc2)[C@H](CO)O1 | 13 | -3 | 17 | 8 | 0 | 6 | -4 | 7
CN1C(=O)c2cc(NC(=O)c3ccc(C(F)(F)F)cc3)ccc2OC[C@H]2O[C@@H](CC(=O)O)CC[C@H]21 | -1 | -19 | 0 | 17 | 10 | 22 | 0 | -2
Cc1ccc(S(=O)(=O)Nc2ccc3[nH]ccc3c2)cc1 | 17 | -3 | 5 | 4 | -7 | -3 | 2 | 1
C[C@H]1CN([C@@H](C)CO)C(=O)c2cc(C#CC3(O)CCCC3)cnc2O[C@H]1CN(C)Cc1cncnc1 | 19 | -11 | 4 | / | -3 | 7 | 0 | /
CN(C)C(=O)C[C@@H]1C[C@@H]2c3cc(NC(=O)CC4CC4)ccc3O[C@@H]2[C@H](CO)O1 | 14 | 1 | 1 | -8 | -5 | 3 | -3 | 2
CCc1c(C)sc(NC(=O)CSc2nc3c(c(C(F)(F)F)n2)CCc2ccccc2-3)c1C#N | -15 | 0 | 5 | / | -21 | 14 | 3 | -103
CCC(=O)N1CCCC(C)(C(=O)Nc2ccc(OC)c(F)c2)C1 (configuration not stated) | 7 | 0 | / | -12 | / | -1 | 7 | 13
CC(C)(C)NC(=O)NC(=O)COC(=O)C1CC(=O)N(Cc2ccccc2)C1 (configuration not stated) | / | 1 | 5 | / | 0 | / | 6 | 2
CCCCC(=NCCO)C1=C(O)C(C(=O)OC)C(C)(C)CC1=O (configuration not stated) | / | 2 | -24 | / | / | / | -1 | -16
CCOCCn1c(=O)c2c(nc3n2CC(C)CN3CCc2ccccc2)n(C)c1=O (configuration not stated) | 11 | -1 | / | 3 | -1 | 6 | 0 | 5
CCOC(=O)N1CCN(C(=O)C2CCCN(c3ncnc4c3sc3cccc(F)c34)C2)CC1 (configuration not stated) | -63 | / | 11 | 19 | 3 | 13 | / | -8
C[C@@H]1CN([C@@H](C)CO)C(=O)c2cccc(NS(=O)(=O)c3ccccc3)c2O[C@@H]1CN(C)Cc1ccccc1 | -3 | 1 | -11 | 5 | 18 | 0 | -2 | -5
CSc1cccc(NC(=S)NC(=O)c2cccnc2)c1 | -2 | 3 | / | -21 | -1 | -32 | -2 | 3
C#CCn1c(=NC(=O)c2ccccc2[N+](=O)[O-])sc2cc(S(C)(=O)=O)ccc21 | 113 | / | / | 12 | -5 | 5 | / | /
Cc1ccc(CNC(=O)CSc2nc3ccccc3c(=O)n2CCCO)cc1 | / | 5 | / | / | -4 | / | 2 | -2
CC1CCN(C(=O)COC(=O)CCC(=O)c2cccs2)CC1 | -4 | -2 | 0 | 2 | 2 | 0 | 2 | 1
CC(=O)c1c(C)[nH]c(C(=O)Nc2cccc3ccccc23)c1C | 8 | -1 | 7 | 9 | -2 | 13 | 1 | /
Cc1ccccc1C(=O)N/N=C/c1ccc([N+](=O)[O-])s1 | 0 | -1 | -20 | / | 5 | 24 | 3 | 9
CCOc1ccc(S(=O)(=O)Nc2cccc(OC)c2)cc1 | / | 0 | -17 | / | 1 | / | -8 | -32
CCOc1ccc(/C=C2\CCC(C3CCCC3)C2=O)cc1 (configuration not stated) | -9 | -1 | -4 | -59 | 8 | -63 | -9 | -8
Cc1[nH]n2cnnc2c(=O)c1Br | 5 | / | 4 | 1 | 3 | -7 | / | /
COc1ccccc1CNC(=S)NCCc1ccccc1 | -12 | 0 | 1 | -23 | / | -17 | -9 | -21
COCCNC(=O)Cn1cnc([N+](=O)[O-])n1 | 2 | -1 | 11 | 13 | / | 11 | 1 | -4
Cn1c(=O)[nH]c(=O)c2c1nc(NC1CCCCC1)n2Cc1ccccc1 | 39 | -1 | -3 | / | 3 | 18 | -4 | /
Cc1cc(NC(=O)CSCC(=O)Nc2ccccc2Oc2ccccc2)no1 | -7 | / | / | -7 | -3 | 17 | / | /
Nc1nonc1-n1nnc(C(=O)N/N=C/c2ccccc2F)c1-c1cccs1 | -1 | -1 | / | -5 | 1 | 10 | -5 | 1
COc1ccc(OCC(=O)N(Cc2cccs2)C2CCS(=O)(=O)C2)cc1 (configuration not stated) | 58 | 3 | / | -1 | -6 | 8 | -3 | 17
O=C(C[C@H]1C[C@H]2c3cc(NC(=O)CC4CC4)ccc3O[C@H]2[C@@H](CO)O1)NCc1ccc2c(c1)OCO2 | 6 | -2 | 2 | -26 | / | 4 | 1 | -29
Cc1ccc(/C=N/NC(=O)c2cccs2)cc1[N+](=O)[O-] | -3 | 4 | 2 | -185 | 1 | -56 | 0 | /
COc1ccccc1-c1nnc(SCC(=O)N2CCOCC2)o1 | 13 | -1 | 2 | -23 | 3 | -11 | -5 | -2
Cc1sc2ncn(CC(=O)NCCCN3CC(C)CC(C)C3)c(=O)c2c1S(=O)(=O)N1CC(C)CC(C)C1 (configuration not stated) | 0 | 1 | 7 | 34 | / | 10 | -1 | -8
CCN(CC)CCNC(=S)Nc1ccc2nc(N3CCCC3)cc(C)c2c1 | 14 | / | 9 | 24 | 5 | 30 | / | -12
CC(C)(C)OC(=O)N1CCC[C@H]1C(=O)NCC1CCC(C(=O)O)CC1 (some centres not stated) | / | 1 | 4 | 3 | -2 | / | / | 2
Cc1ccc(S(=O)(=O)N(C)C[C@H]2Oc3ncc(-c4ccncc4)cc3C(=O)N([C@H](C)CO)C[C@H]2C)cc1 | -3 | 0 | -8 | / | -12 | 7 | 3 | -11
O=C(C[C@@H]1CC[C@H](NC(=O)Nc2cc(F)ccc2F)[C@H](CO)O1)NCc1ccccn1 | -11 | -3 | -7 | -6 | -11 | 18 | 0 | 3
COCC(=O)N(C)C[C@@H]1Oc2ncc(-c3ccccc3F)cc2C(=O)N([C@@H](C)CO)C[C@H]1C | 22 | 0 | 6 | -26 | -1 | 9 | 4 | -2
C[C@H]1CN([C@@H](C)CO)C(=O)Cc2cc(NS(=O)(=O)c3cccs3)ccc2O[C@H]1CN(C)CC1CCCCC1 | -1 | 4 | 6 | -1 | 8 | -3 | 0 | -2
CN1C(=O)C(O)(CC(=O)c2ccccn2)c2cc(Br)ccc21 (configuration not stated) | / | 1 | -9 | / | / | / | 4 | -5
COCCCN=C1NN=C(c2cc(C)n(Cc3ccccc3Cl)c2C)CS1 | 5 | / | 11 | -1 | 3 | -11 | / | /
O=C(NCC[C@H]1CC[C@@H](NS(=O)(=O)c2ccc(Cl)cc2)[C@@H](CO)O1)c1ccccc1F | -1 | -4 | 6 | 9 | / | 6 | 1 | -5
O=C1CCC(C(=O)OC(C(=O)Nc2ccc([N+](=O)[O-])cc2Br)c2ccccc2)=NN1 (configuration not stated) | / | -2 | -7 | 4 | 7 | 6 | -1 | 0
COc1ccc(-c2nn(CCC#N)cc2C(=O)Nc2cccc(C(=O)O)c2)cc1[N+](=O)[O-] | 6 | -2 | -6 | 10 | 3 | 2 | -1 | 10
CCC(=O)Nc1ccc(SC#N)cc1C | -29 | / | / | / | -6 | -4 | / | 10
O=C(Nc1ccccc1Cl)Nc1cccnc1Cl | 22 | / | / | 5 | -6 | 1 | / | /
Cc1ccc2c(c1)C(C)CC(C)(C)N2C(=O)NC1CCCCC1 (configuration not stated) | -11 | 1 | -6 | / | 39 | -18 | -4 | 14
CC=Cc1ccc2n(c1=O)C[C@@H]1[C@@H](CO)[C@H](C(=O)NC3Cc4ccccc4C3)N(CC3CC3)[C@H]21 (mixture of isomers) | -5 | 41 | / | / | 0 | -2 | 1 | -2
O=C(C1CCN(S(=O)(=O)c2ccccc2F)CC1)N1CCN(Cc2ccc3c(c2)OCO3)CC1 | -14 | -2 | -6 | 7 | 11 | -6 | 2 | 6
CC(=O)N1CC=CC1(CC(C)C)C(=O)NCCN1CCOCC1 (configuration not stated) | 5 | 0 | -1 | -19 | -1 | -46 | -1 | 3
O=C(NC1CC1)c1cccc(NC(=O)c2cn3ccccc3n2)c1 | 22 | -3 | 4 | -119 | 23 | -22 | -2 | -6
O=C(N/N=C\c1ccc(O)c([N+](=O)[O-])c1)C1COc2ccccc2O1 (configuration not stated) | -8 | -1 | -2 | -7 | 9 | 4 | 13 | 16
COc1cccc(-n2c([S-])c(C(=O)Nc3ccc(S(=O)(=O)N4CCOCC4)cc3)[n+]3cc(C(N)=O)ccc23)c1 | 45* | 3 | 1 | 16 | -2 | -6 | 9 | -7
O=C1c2ccccc2C(=O)N1CCc1ccccc1 | 3 | 1 | 3 | -24 | -1 | -46 | -1 | /
CCOc1ccc(C2C3=C(CCCC3=O)N(CC(=O)O)C3=C2C(=O)CCC3)cc1 | / | 0 | / | 23 | 7 | / | -4 | 3
Nc1cc(N)nc(SCCN2CCCCC2)n1 | / | -1 | -6 | -5 | 0 | / | -11 | -5
Cc1ccc(CNC(=O)COC(=O)CCCOc2ccc(Cl)cc2Cl)cc1 | 9 | -1 | 6 | 2 | 4 | -5 | -6 | 9
COc1ccc(S(=O)(=O)N2CCC(C(=O)N3CCc4ccccc4C3)CC2)cc1Cl | 1 | 3 | -3 | / | 2 | 1 | -2 | -2
CN(C)CCN(C(=O)c1ccc2c(c1)OCCO2)c1nc2ccc(Cl)cc2s1 | -24 | 1 | -2 | -30 | 46* | -12 | -4 | -1
CCCC#Cc1ccc([C@@H]2[C@@H](CO)N3C(=O)CN(C(=O)NC4CCCC4)C[C@@H]23)cc1 | -18 | / | -3 | 5 | / | -13 | / | /

Compounds listed so far containing two or more sulfur atoms (7):
SMILES | INS-1E GSIS act | Cneo AK release | PGC1a acetyl inh | PAX8 inh HTS | ARNT TACC3 PPI | LGR2 antag | PglD DTNB | C2C12 statin
CCc1c(C)sc(NC(=O)CSc2nc3c(c(C(F)(F)F)n2)CCc2ccccc2-3)c1C#N | -15 | 0 | 5 | / | -21 | 14 | 3 | -103
CSc1cccc(NC(=S)NC(=O)c2cccnc2)c1 | -2 | 3 | / | -21 | -1 | -32 | -2 | 3
C#CCn1c(=NC(=O)c2ccccc2[N+](=O)[O-])sc2cc(S(C)(=O)=O)ccc21 | 113 | / | / | 12 | -5 | 5 | / | /
COc1ccc(OCC(=O)N(Cc2cccs2)C2CCS(=O)(=O)C2)cc1 (configuration not stated) | 58 | 3 | / | -1 | -6 | 8 | -3 | 17
Cc1sc2ncn(CC(=O)NCCCN3CC(C)CC(C)C3)c(=O)c2c1S(=O)(=O)N1CC(C)CC(C)C1 (configuration not stated) | 0 | 1 | 7 | 34 | / | 10 | -1 | -8
C[C@H]1CN([C@@H](C)CO)C(=O)Cc2cc(NS(=O)(=O)c3cccs3)ccc2O[C@H]1CN(C)CC1CCCCC1 | -1 | 4 | 6 | -1 | 8 | -3 | 0 | -2
COc1cccc(-n2c([S-])c(C(=O)Nc3ccc(S(=O)(=O)N4CCOCC4)cc3)[n+]3cc(C(N)=O)ccc23)c1 | 45* | 3 | 1 | 16 | -2 | -6 | 9 | -7
